Source: PubChem (The Scripps Research Institute Molecular Screening Center)
M1 PAM parental: nonselective activator or artifact in parental CHO-K1 calcium assay | 360,000 tested, 0.02% active | activation, % at 3 µM | ATP EC20, Fluo-8 calcium fluorescence; 0% at ATP EC20, 100% at ATP max | AID 602247;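 active = activation above the run cutoff, the mean activation of all test compounds plus 3 SD, cut at about 40% in these data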;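 note: peak over basal fluorescence ratio in a 140 s read after ATP addition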
CHO-K1 Ca ag: counter-screen for M1 agonists: effect in parental CHO-K1 cells. Fluo-8 calcium fluorescence; scaled to maximal ATP response, vehicle zero. activation, % at 3 µM. 360,000 tested, 0.48% active. AID 602248; in the data active = activation above about 15%;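 note: untransfected CHO-K1 host cells lacking M1 receptor as counterscreen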
CHRM1 agonist: human M1 muscarinic receptor agonism; P11229; CHO-K1 hM1, Fluo-8 calcium fluorescence, agonist mode; 0% DMSO, 100% acetylcholine EC100; activation, % at 3 µM; 360,000 tested, 0.33% active;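 active = activation above the run's mean compound activation plus 3 SD, cut at about 16% in these data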;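 note: peak over basal fluorescence ratio within a 140 s kinetic read after compound addition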
Target sequence (P11229 whole entry, looked up): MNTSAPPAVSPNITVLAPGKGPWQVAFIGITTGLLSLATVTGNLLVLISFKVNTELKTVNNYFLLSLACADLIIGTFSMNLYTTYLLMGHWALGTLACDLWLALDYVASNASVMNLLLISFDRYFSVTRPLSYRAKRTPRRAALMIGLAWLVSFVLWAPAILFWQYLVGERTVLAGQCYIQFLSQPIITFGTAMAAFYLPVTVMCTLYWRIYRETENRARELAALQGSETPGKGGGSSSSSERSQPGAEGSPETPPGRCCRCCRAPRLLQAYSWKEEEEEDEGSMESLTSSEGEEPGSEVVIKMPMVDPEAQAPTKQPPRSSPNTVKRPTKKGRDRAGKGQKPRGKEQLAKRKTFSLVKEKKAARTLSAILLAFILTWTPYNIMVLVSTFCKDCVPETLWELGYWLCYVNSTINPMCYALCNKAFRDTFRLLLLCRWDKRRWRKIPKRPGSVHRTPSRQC
CHO parental Ca: counter-screen: ATP calcium response change in parental CHO cells; parental CHO-K1, ATP-induced calcium, Fluo-8 fluorescence; inhibition, % at 5.6 µM; 330,000 tested, 0.63% active; AID 463079;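 active = inhibition above that plate's mean sample inhibition plus 3 SD, cut at about 26% in these data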;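 note: 0% = ATP-challenged DMSO wells and 100% = DMSO wells without ATP; some compounds past the cut are filed as inactive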
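Assay system: parental CHO cells; Read-out basis: percent inhibition of ATP-evoked calcium rise, normalized to controls; Benchmarks: ATP and no-ATP DMSO wells; Compound dosing: single nominal dose of 5.6 µM per compound; Signal: Fluo-8 calcium dye fluorescence; Also added: ATP as calcium-mobilizing challenge; Repeats: singlicate.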
TAAR1 agonist: agonists of human TAAR1; CHO RD-HGA16 TAAR1, Fluo-8 calcium fluorescence; vehicle wells 0%, saturating PEA agonist 100%; activation, % at 3 µM; 360,000 tested, 0.99% active;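 active = activation above the mean activation of all test compounds in the run plus 3 SD, cut at about 38% in these data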
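Repeats: no replicates (n 1) | Material: CHO-derived RD-HGA16 cells with stable Gα16 and human TAAR1 | Technique: Kinetic Fluo-8 calcium fluorescence | Schedule: 17-24 h seeding, 75 min 37 °C dye, 30 min RT | Evaluation: % activation from peak over basal fluorescence ratio, DMSO-to-PEA scaled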
CHO-K1 Ca antag: counter-screen for M1 antagonists: effect in parental CHO-K1 cells; ATP-induced calcium, Fluo-8 fluorescence; inhibition, % at 3 µM; 360,000 tested, 0.6% active;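 active = inhibition above a per-plate cutoff, the plate's mean sample inhibition plus 3 SD, cut at about 24% in these data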;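 note: 0% = DMSO plus EC80 ATP and 100% = DMSO alone without ATP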
V1aR counter: V1a receptor agonism, counter-screen for OXTR agonists. CHO-V1R cells, Fluo-8 calcium fluorescence, agonist mode; 0% DMSO, 100% 3 nM vasopressin. activation, % at 3 µM. 320,000 tested, 0.25% active;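 active = activation above the mean activation of all tested compounds plus 3 SD, per screening run, cut at about 20% in these data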;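 note: signal is peak over basal fluorescence ratio across a 100 second FLIPR read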
Target sequence (P37288 whole entry, looked up): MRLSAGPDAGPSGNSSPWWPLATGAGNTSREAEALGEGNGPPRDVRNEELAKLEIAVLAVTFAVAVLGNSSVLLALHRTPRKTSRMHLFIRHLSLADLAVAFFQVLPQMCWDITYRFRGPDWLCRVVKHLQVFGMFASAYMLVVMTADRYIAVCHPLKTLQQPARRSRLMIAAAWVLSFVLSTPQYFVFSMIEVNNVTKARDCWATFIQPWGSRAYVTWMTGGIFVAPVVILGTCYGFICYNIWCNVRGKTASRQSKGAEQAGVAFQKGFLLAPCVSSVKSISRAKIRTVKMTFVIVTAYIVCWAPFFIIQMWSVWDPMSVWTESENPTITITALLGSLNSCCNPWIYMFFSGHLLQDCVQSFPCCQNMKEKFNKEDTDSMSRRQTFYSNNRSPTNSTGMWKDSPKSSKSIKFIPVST
OXTR potentiate: potentiates the human oxytocin receptor response. AID 2445. P30559. activation, % at 3 µM. CHO-OTR cells, Fluo-8 calcium fluorescence, potentiator mode; 0% = oxytocin EC15, 100% = EC100. 320,000 tested, 0.061% active;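 active = activation above that plate's cutoff, the mean activation of tested compounds plus 3 SD, cut at about 6.6% in these data, passing the limit was not always enough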;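 note: 100% uses oxytocin at 75 nM as the full agonist control; some results filed as inactive read as strong as hits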
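Measured by – Fluo-8 calcium dye fluorescence · Test system – human OTR in CHO cells · Dosing – one concentration, 3.0 µM compound · Controls – EC15 oxytocin alone as 0%, 75 nM oxytocin as 100% · Evaluation – normalized max/min fluorescence ratio, % activation · Timing – 6 min pre-incubation, 100 s read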
TAAR1 antag: antagonists of human TAAR1 | Q96RJ0 | CHO RD-HGA16 TAAR1, Fluo-8 calcium fluorescence, antagonist | inhibition, % at 3 µM | 360,000 tested, 1.5% active | AID 624466;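 active = inhibition above a per-plate cutoff, the mean inhibition of test compounds on that plate plus 3 SD, cut at about 49% in these data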;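 note: 0% = DMSO plus EC80 beta-PEA response and 100% = DMSO alone without agonist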
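Test system: RD-HGA16 CHO cells with stable hTAAR1 and Gα16 / Probe or stimulus: EC80 β-phenethylamine stimulus / Times: seeding 17-24 h prior, 75-min 37 °C, 30-min RT dye loading / Detection: Fluo-8 calcium-sensitive fluorescence / Read-out basis: % inhibition scaled between DMSO and EC80 PEA controls / Repeats: singlicate, one well per test compound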
Starred values were filed as active, the others as inactive; · = not tested or not shown. Not a hit list; overall some 3.3% were active at least once.

Below each compound: TAAR1 agonist, CHO parental Ca, CHRM1 agonist, TAAR1 antag, V1aR counter, CHO-K1 Ca antag, M1 PAM parental, OXTR potentiate, CHO-K1 Ca ag
OC(C[n+]1ccccc1)c1ccccc1 (stereo unspecified)
  0, -3, -4, -7, 0.3, -2, 7, -4, 1.0
CCC(NC(=S)NC1CCCCC1)c1ccccc1 (stereo unspecified)
  1, ·, -3, -20, ·, 0, 10, ·, 4.1
O=C(O)[C@H]1CCCC[C@H]1C(=O)Nc1ccc(S(=O)(=O)N2CCOCC2)cc1
  1, -5, -3, -10, 0.1, -14, 14, -11, 0.3
Cn1cc(-c2nnnn2-c2ccccc2)c(=O)c2ccccc21
  6, -8, -4, -24, 0.2, 15, -7, -6, 0.1
COc1ccc(CC(=O)OCC(=O)Nc2ccc(C(=O)Nc3ccc(OC)cc3)cc2)cc1
  7, -1, -3, 7, 0.5, -9, 18, 1, 3.2
CS(=O)(=O)N(Cc1ccccc1)c1ccccc1C(=O)N1CCN(c2ccccc2)CC1
  1, -7, -1, 6, -0.4, -6, 10, -11, 2.0
O=C(CCCn1c(=O)oc2ccccc21)N1CCN(c2ccccn2)CC1
  5, -15, -10, -1, 2.8, 12, 18, -6, 0.5
Cc1ccc(C(=O)OCC(=O)Nc2ccc(N3CCOCC3)cc2)cc1
  1, ·, -2, -12, ·, 2, -17, ·, 0.2
CC1(C)CC2CC(C)(CN2S(=O)(=O)c2ccc(C(=O)Nc3ccc(Cl)c(S(=O)(=O)N4CCOCC4)c3)cc2)C1 (stereo unspecified)
  -2, -21, -2, 0, 0.6, -2, -4, -8, 0.2
COC(=O)c1cc(OC)c(OC)cc1NC(=O)C(C)c1ccc([N+](=O)[O-])cc1 (stereo unspecified)
  14, -20, -8, 22, -1.1, 3, -10, -10, 1.8
O=C(COC(=O)Cc1cccs1)Nc1ccc(F)c(F)c1F
  3, -1, -3, -4, 0.7, 0, 2, -5, 0.0
NS(=O)(=O)c1ccc(NC(=O)CN2CCc3ccccc32)cc1
  6, 0, 0, -20, 0.9, -9, 19, -7, 0.5
COc1ccc(OC)c(NC(=O)CN(c2ccc(OC)c(Cl)c2)S(C)(=O)=O)c1
  1, -2, -4, -11, 2.0, 5, -1, -6, -0.3
CC(=O)Nc1ccc(S(=O)(=O)N[C@@H](C)C(=O)OCc2ccc(Cl)cc2)cc1
  8, -9, -1, -14, 3.3, -8, 7, -12, 2.8
Cc1ccc(C)c(NC(=O)c2nc(Cl)ccc2Cl)c1
  -1, -10, -6, 10, -1.5, -9, 19, -1, 7.9
O=C1c2ccccc2[C@@H]2Cc3csc[n+]3[C@H]12
  4, ·, ·, 7, ·, -10, 22, ·, 1.8
Cn1c(N)c(C(=O)COC(=O)COc2ccc(Br)cc2)c(=O)n(C)c1=O
  12, -12, 0, 4, 11, 5, -18, -9, 8.4
Cc1cc(-c2[nH]nc3c2C(c2ccsc2)C(C#N)=C(N)O3)c(C)s1 (stereo unspecified)
  3, -5, 0, -14, -0.2, -2, 6, -7, -0.5
CC(=O)Nc1ccc(NC(=O)Cn2c(CC(=O)N3CCCC3)nc3ccccc32)cc1
  ·, -5, -3, ·, -0.1, 1, -1, -4, 0.4
CN(C)C(=S)NC1(C)CCS(=O)(=O)C1 (stereo unspecified)
  8, -1, -2, -8, 0.9, -12, 22, -5, 0.7
COc1cccc(OCCNc2cc(N3CCOCC3)ccc2[N+](=O)[O-])c1
  -1, -15, -5, 10, 2.2, -1, 0, -7, 2.1
O=C(Nc1ccc(F)c(Cl)c1)c1ccc2c(=O)n3c(nc2c1)CCCCC3
  14, 5, -1, 30, 11, 4, 9, -8, 4.7
CCc1ccc(-c2nn(-c3ccccc3)cc2C2SCC(=O)N2Cc2ccco2)cc1 (stereo unspecified)
  0, -42, -2, 12, 1.1, 7, 0, 8, 0.0
Cc1cccc(C)c1OCc1cc(C(=O)N2CCN(c3ccc(F)cc3)CC2)no1
  -1, -12, -3, 13, 1.9, 14, -4, -5, -0.1
N=c1oc2ccccc2cc1C(=O)NC1CCCCCC1
  4, -6, -2, -10, 0.8, -13, 29, -8, 0.5
COc1ccc(C(=O)N2CCN(Cc3cc(OC)ccc3OC)CC2)cc1
  3, -2, -6, -12, 0.1, -11, 16, 0, 0.8
CCOC(=O)C(CC(=O)c1ccccc1)CC(=O)c1ccccc1
  7, ·, -6, 5, ·, 13, -4, ·, 4.9
Cn1c(SCc2ccccc2Br)nc2ccccc2c1=O
  2, -5, -1, 3, 0.7, 4, -6, -4, -0.2
Cc1[nH]n(-c2ccccc2)c(=O)c1C=NC1CCCCCC1
  0, -13, -4, -2, 1.1, -7, 7, -15, 0.6
Cc1cc(Br)c(NC(=O)CCNC(=O)OCc2ccccc2)cc1C
  3, -15, 4, -6, -0.6, -14, -10, -2, 0.3
CCOC(=O)C1CCN(C(=O)COc2ccc(Cl)cc2Cl)CC1
  16, -7, -2, 7, 1.5, 24*, -8, -6, 0.7
CCOc1cc(CNc2ccc(CNc3ncn[nH]3)cc2)ccc1OCc1ccccc1
  0, -10, -7, 1, 1.9, -7, 18, -9, 1.0
Cc1ccc(N=Nc2cc(C)ccc2O)c(C)c1
  -1, ·, -4, -14, ·, -14, 16, ·, 1.9
CCCCCCCCCCCCCCCC[n+]1ccc(/C=N/O)cc1
  22, 80*, -12, 78*, 8.2, -16, 32, -8, 0.4
O=C1c2oc3ccc(F)cc3c(=O)c2C(c2ccccc2)N1CC1CCCO1 (stereo unspecified)
  9, -2, -5, 5, -0.5, -1, -8, -2, 0.3
CCOC(=O)c1ccccc1NC(=O)c1c(O)c2ccccc2n(CC)c1=O
  0, -26, -2, -1, -0.7, -12, 13, -3, 0.0
Cc1cccc(N2CCN(C(=O)Cn3c(=O)[nH]c4ccsc4c3=O)CC2C)c1 (stereo unspecified)
  16, -6, -2, -14, 0.9, -4, 13, -11, 1.1
C=CCOc1ccc(Br)cc1CNCCO
  -1, -6, -8, 3, 0.2, 1, 15, 0, 0.4
O=S(=O)(CCC1CCCCN1)c1ccccc1 (stereo unspecified)
  0, 29, -10, 5, 0.3, -18, 13, -13, 1.1
COc1ccc(/C=C(\NC(=O)c2ccccc2)C(=O)NCc2ccco2)cc1OC
  1, -20, -1, -10, -0.6, -9, 5, 0, 0.7
Cc1cc(C)n(-c2ccnc3cc(Cl)ccc23)n1
  5, -10, -9, -29, -0.6, -8, 2, -6, -0.1
CCC(C)C(=O)Nc1nc2ccc(OC)cc2s1 (stereo unspecified)
  11, -16, -7, -16, -0.9, -19, 26, -9, 6.2
CCCCC(=O)N(C)c1c(CC)nc2c(OCC(=O)c3ccc(Cl)cc3Cl)cccn12
  -2, ·, -7, -23, ·, -8, 18, ·, 1.3
CCS(=O)(=O)N1CCC(C(=O)Oc2ccc(Cl)cc2)CC1
  2, -14, -1, 3, 1.3, 2, 0, -6, 0.4
O=C(CSC1=NS(=O)(=O)c2cc(Cl)ccc2N1)Nc1ccccc1F
  -1, -1, -1, -8, -1.3, -10, 17, -10, 1.2
O=C(COC(=O)c1ccccc1SCC(=O)N1CCCC1)NCc1ccc(F)cc1
  2, ·, -2, -13, ·, 7, -13, ·, 1.9
Cn1c(=O)c2cn(-c3ccc4c(c3)OCCO4)cc2n(C)c1=O
  10, -2, -4, -18, -1.5, -2, 11, -8, 0.0
CNC(=O)NC(=O)CSc1nnc(-c2ccc(F)cc2)n1CC1CCCO1 (stereo unspecified)
  3, -8, -6, -5, 1.2, 14, -10, -11, -0.2
O=C(NCCNc1ccc([N+](=O)[O-])cc1)c1cccc(Br)c1
  5, 7, -6, 14, 3.5, 4, 9, -7, 0.6
COc1ccc(CNc2nc(SC)n[nH]2)cc1OC
  6, 2, -3, 7, 1.1, -4, 3, -6, 0.3

Continued:
Below each compound: TAAR1 agonist, CHO parental Ca, CHRM1 agonist, TAAR1 antag, V1aR counter, CHO-K1 Ca antag, M1 PAM parental, OXTR potentiate, CHO-K1 Ca ag
CC(C)CCNC(=O)CN(Cc1ccccc1)C(=O)CCC(=O)Nc1nccs1
  1, -11, -2, -8, 0.3, -15, 9, -8, 1.6
COc1cccc(NS(=O)(=O)c2c(C(=O)N3CCCCCC3)c(C)n(C)c2C)c1
  2, -3, -3, -22, -1.6, -17, 15, -8, 1.2
CC(=O)c1ccc(NC(=O)CN2CCC(C(=O)c3ccc4c(c3)OCCO4)CC2)cc1
  5, 3, -6, 7, 5.4, -10, 1, -2, 8.9
O=C(CSc1nc2ccccc2s1)NNC(=O)Nc1ccc(Cl)c(Cl)c1
  12, -8, 3, 8, 0.8, 8, 7, -10, 0.0
O=C(Cn1cc(COc2ccc3ccc(=O)oc3c2)nn1)c1ccc(O)cc1
  7, ·, 3, 2, ·, 0, 9, ·, 1.1
Cc1cc(C)c2c(N)c(S(=O)c3ccc(C(C)(C)C)cc3)sc2n1 (stereo unspecified)
  12, -6, -5, -3, 1.8, -10, 14, -2, 0.3
Cn1c(=O)[nH]c2ncccc21
  5, -5, 2, -4, 1.3, -2, 7, -2, 0.2
CC(CCCC(C)(C)O)CC1C2=C(CCCC2=O)OC2=C1C(=O)CCC2 (stereo unspecified)
  1, -9, -5, -7, 0.4, -2, 22, 0, 0.9
Cc1cc(C(=O)OCC(=O)NC2CCCC2)c2ccccc2n1
  3, ·, -1, -35, ·, -5, -25, ·, 1.6
